thrombin 1536 = human alpha-thrombin inhibitors, primary screen, counter-screen for coagulation protease inhibitor project, biochemical, 1536-well, fluorogenic AMC substrate; Prothrombin (Homo sapiens), P00734; Boc-VPR-AMC fluorogenic substrate cleavage; inhibition, % at 5 µM; actives 0.26% (n = 220,000);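 active = inhibition at or above 40%; inactive = inhibition below 40%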;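 also: 0% = enzyme with no compound and 100% = wells without enzyme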
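Material: human alpha-thrombin protein. Incubation: reaction at ambient temperature. Technique: fluorescence of released AMC, ex 355 nm, em 460 nm. Control set: no-compound enzyme wells and no-enzyme blanks. Also added: Boc-VPR-AMC substrate, 15 µM final. Buffer or medium: pH 7.5 Tris (50 mM) with NaCl 150 mM, Tween 20 0.05%.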
Wee1 stabilizer = Wee1 degradation inhibitors, primary screen, cell-based, HeLa, Wee1K328M-luciferase, luminescence; actives 1.2% (n = 220,000); reporter increase, % at 5 µM; HeLa Luc-Wee1K328M stability; 100% = proteasome inhibitor MG132 effect; AID 1321, 2008;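 active = activation above the mean of all tested compounds plus 3 SD, set per screening run, cut at about 8.8% in these data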;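 also: cells exposed to compound for 20 h before luminescence read; 0% = DMSO alone and 100% = MG132 at 30 µM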
FXIIa inh 1536 = human FXIIa protease inhibitors, primary screen, biochemical, 1536-well; purified FXIIa, Boc-QGR-AMC fluorogenic substrate, 2 h; inhibition, % at 5 µM; actives 0.3% (n = 220,000); in the data active = inhibition above about 40%;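 also: 0% = enzyme with no compound and 100% = blank without enzyme; many of its hits are not listed in these tables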
Furin inh = human furin inhibitors, primary screen, biochemical, fluorescence intensity | inhibition, % at 30 µM | purified furin, fluorogenic substrate cleavage | P09958 | AID 463115, 2010 | actives 0.061% (n = 220,000); in the data active = inhibition above about 25%; also: inactives centre near -15
Target sequence (P09958 108-714 limits assumed): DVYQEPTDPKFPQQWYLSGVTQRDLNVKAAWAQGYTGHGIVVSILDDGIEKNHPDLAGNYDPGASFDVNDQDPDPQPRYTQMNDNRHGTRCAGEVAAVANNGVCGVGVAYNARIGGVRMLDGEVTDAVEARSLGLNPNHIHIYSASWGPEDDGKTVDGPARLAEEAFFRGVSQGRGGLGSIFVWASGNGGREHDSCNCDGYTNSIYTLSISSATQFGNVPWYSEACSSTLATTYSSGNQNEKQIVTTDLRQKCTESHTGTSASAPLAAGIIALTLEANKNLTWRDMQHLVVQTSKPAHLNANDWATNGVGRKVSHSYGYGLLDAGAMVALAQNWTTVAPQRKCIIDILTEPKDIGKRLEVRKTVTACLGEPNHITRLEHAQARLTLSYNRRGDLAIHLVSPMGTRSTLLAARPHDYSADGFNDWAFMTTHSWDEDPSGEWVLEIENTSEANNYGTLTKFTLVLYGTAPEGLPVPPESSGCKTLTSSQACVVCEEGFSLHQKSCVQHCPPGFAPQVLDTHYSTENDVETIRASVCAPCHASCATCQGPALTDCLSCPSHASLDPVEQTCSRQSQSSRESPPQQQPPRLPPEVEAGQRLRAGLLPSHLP
KCC2 mod = KCC2 cotransporter modulators, thallium flux, primary screen, cell-based, HEK293 KCC2, FluoZin-2 fluorescence, MLSMR; KCC2 cells, thallium flux FluoZin-2 fluorescence; actives 2.2% (n = 190,000); B-score of Tl+ flux slope (higher = more flux/activation; lower = inhibition) at 10 µM;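 active = thallium flux slope and its plate-corrected score both differing from the plate sample mean at a set confidence after two filtering rounds, in either direction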;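 also: slope of fluorescence scaled to starting intensity during 10 to 20 s after thallium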
FXIa inh = human FXIa protease inhibitors, primary screen, biochemical, 1536-well | inhibition, % at 5 µM | AID 798, 2007 | actives 0.14% (n = 220,000) | purified FXIa, Boc-Glu-Ala-Arg-AMC fluorogenic substrate | Coagulation factor XI (Homo sapiens), P03951;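 active = inhibition of at least 40%; inactive = inhibition below 40%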;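 also: fluorescence of freed AMC excited at 355 nm; 0% = enzyme without compound and 100% = no enzyme blank; many of its hits are not listed in these tables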
p97 ATPase inh = inhibitors of human p97 ATPase, primary screen, biochemical; actives 0.42% (n = 220,000); Transitional endoplasmic reticulum ATPase (Homo sapiens), P55072; AID 1481, 2009; recombinant p97 ATPase, Kinase-Glo ATP luminescence, 3 h; inhibition, % at 8 µM; in the data active = inhibition above about 15%;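 also: 0% = DMSO vehicle and 100% = wells lacking enzyme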
KLK5 inh = human KLK5 protease inhibitors, primary screen, biochemical, 1536-well. AID 873, 2007. actives 0.59% (n = 210,000). inhibition, % at 5 µM. recombinant hK5, fluorogenic AMC substrate cleavage. Kallikrein-5 (Homo sapiens), Q9Y337;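 active = inhibition of 40% or more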;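 also: 0% = enzyme controls without compound and 100% = no-enzyme blanks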
Target sequence (Q9Y337 67-293 limits assumed): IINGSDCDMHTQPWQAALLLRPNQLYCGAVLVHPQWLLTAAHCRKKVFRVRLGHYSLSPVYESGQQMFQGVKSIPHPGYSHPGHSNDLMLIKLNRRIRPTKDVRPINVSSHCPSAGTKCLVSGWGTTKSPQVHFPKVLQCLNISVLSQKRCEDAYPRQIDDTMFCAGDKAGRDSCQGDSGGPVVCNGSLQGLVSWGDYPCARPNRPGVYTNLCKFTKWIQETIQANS
PERK inh = block of dimerizer-induced PERK translation repression, primary screen, PERK inhibitor project, CHO PERK-DD cells, SEAP luminescence, HTS; Eukaryotic translation initiation factor 2-alpha kinase 3 (Homo sapiens), Q9NZJ5; AID 1416, 2008; actives 0.17% (n = 220,000); inhibition, % at 5.6 µM; CHO PERK-DD fusion, SEAP luminescence translation reporter;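 active = inhibition above the mean inhibition of all tested compounds plus 3 SD, set separately per screening campaign, cut at about 2.9% in these data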;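 also: PERK kinase domain activated by AP20187 dimerizer at 100 nM; 0% = DMSO with dimerizer and 100% = rapamycin at 8.4 µM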
An asterisk follows results filed as active; nt = no result given; [ ] = dose if it differs, or a comment. Rows are unselected; about 4.4% have a hit in one of these screens.

SMILES | thrombin 1536 | Wee1 stabilizer | FXIIa inh 1536 | Furin inh | KCC2 mod | FXIa inh | p97 ATPase inh | KLK5 inh | PERK inh
CCOC(=O)c1c(C)[nH]c(C(=O)CSc2nnc(CC(C)c3ccccc3)o2)c1C (stereo unspecified) | -1.1 | -0.7 | 6.8 | -11.5 | -0.0108 | -3.7 | 4.3 | -4.0 | 0.9
O=C(Cn1cc(/C=N/O)c2ccccc21)N1CCOCC1 | -9.6 | 0.9 | -7.2 | -12.0 | 0.0788 | -4.5 | 1.1 | -20.2 | 0.6
O=C(Nn1c(-c2ccc(F)cc2)nc2ccccc2c1=O)C1CCCCC1 | 0.7 | 0.0 | 8.8 | -13.7[20 µM] | nt | -0.6 | -1.5 | -6.6 | -2.3
O=C(CNC(=O)c1ccccc1F)Nc1ccccc1C(F)(F)F | 0.8 | 0.6 | -0.7 | -21.1 | 0.0399 | -3.1 | 0.1 | -7.9 | 0.5
CC(C)CCN(N=O)[C@@H](Cc1ccccc1)CN(N=O)[C@@H](Cc1ccccc1)CN(C)N=O | -3.5 | -0.8 | 6.4 | -27.1 | -4.12* | 0.5 | 5.1 | -0.4 | 0.3
O=C(O)c1ccc(CNCc2ccccc2F)cc1 | nt | -3.0 | 12.3 | -6.5 | 0.478 | 7.3 | 3.3 | 2.2 | 0.6
CCCn1c(SCC(=O)N2CCCCC2)nnc1C(C)C | 11.7 | 0.8 | 8.0 | -17.1 | -0.0172 | -1.2 | 0.8 | 3.4 | -0.6
O=C(c1ccc([N+](=O)[O-])cc1)N1CCN(C(=O)c2ccco2)CC1 | -2.7 | 1.2 | -0.3 | -26.8 | 0.171 | -1.5 | 4.7 | -7.6 | 2.4
Cc1ccc(C(=O)NCC(=O)Nc2ccccc2C(F)(F)F)cc1 | -17.1 | -1.2 | 4.6 | -12.6 | -0.436 | 4.5 | 3.9 | -0.2 | 0.2
CN(C)S(=O)(=O)c1ccc(-c2csc(N/N=C/c3ccco3)n2)cc1 | -7.9 | -0.4 | 1.4 | -23.3 | -0.0216 | -4.2 | 0.2 | -6.5 | -1.9
Cc1ccn(-c2cc(O)c(-n3ccc(C)n3)cc2O)n1 | 17.9 | 6.2 | 22.6 | -5.1 | -1 | 38.0 | 0.7 | 25.0 | -0.2
CCN(C(=O)c1cnc(OC)cc1C(F)(F)F)c1ccc(Cl)cc1Cl | 0.2 | 2.5 | 10.9 | -7.6 | -1.34 | -9.8 | -0.6 | 2.0 | -0.2
O=C(CSc1ccc2ccccc2n1)NCCC1=CCCCC1 | -11.6 | 2.6 | 12.4 | -10.8 | -0.00336 | -0.7 | -3.7 | -4.6 | 0.5
Cc1ccccc1OCCNC(=O)/C=C/c1ccc([N+](=O)[O-])cc1 | -4.5 | 7.1 | 4.9 | -21.7 | -1.51 | 4.4 | -9.2 | -9.6 | 0.7
Cc1nc2ccc(NC(=O)COc3ccccc3)cc2s1 | -8.9 | 3.6 | 9.3 | -16.0 | -1.04 | 1.0 | 1.3 | 3.4 | 1.3
O=C(c1ccc2c(c1)N(Cc1cccc(Cl)c1)C(=O)c1ccccc1S2(=O)=O)N1CCN(c2ccccn2)CC1 | -1.6 | 1.2 | 11.1 | -10.3 | nt | 1.0 | 3.1 | 5.0 | -0.6
O=C1CCc2cc(S(=O)(=O)NCCC(=O)N3CCN(c4cccc(Cl)c4)CC3)ccc2N1 | -8.4 | -3.5 | -4.6 | -14.8 | -0.435 | -7.5 | 2.5 | 11.8 | -0.1
CC(C)NS(=O)(=O)c1ccc(Oc2ncc(C(F)(F)F)cc2Cl)cc1 | 3.0 | -0.1 | 13.4 | 3.5[20 µM] | nt | 8.9 | 1.1 | -0.6 | 0.7
O=C(NCCNC(=O)c1cc(OCC(F)(F)F)ccc1OCC(F)(F)F)Nc1ccc(OC(F)(F)F)cc1 | 2.7 | 2.1 | 18.1 | -11.5 | 0.226 | 8.2 | -3.7 | 48.9* | 0.4
O=C(N/N=C/C(Br)=C\c1ccccc1)c1n[nH]c2c1CCC2 | 2.1 | 0.1 | 13.2 | -2.9[20 µM] | -2.2 | 5.5 | -4.4 | -22.2 | -1.1
COc1ccc(CCNC(=O)C/C(C)=N/NC(=O)Cc2cccc3ccccc23)cc1OC | -4.7 | -0.4 | 9.5 | -31.2 | -1.07 | 5.1 | 7.3 | 4.5 | 0.9
NC(=O)[C@@H]1CCCNc2c(I)cc([N+](=O)[O-])cc2C(=O)N[C@@H](CCCN=C(N)N)C(=O)N[C@@H](CCCN=C(N)N)C(=O)N1 | 3.9 | -0.8 | 14.0 | -2.0 | -1.76 | 8.1 | 5.8 | -4.7 | 0.6
OCCN(CCO)Cc1ccc(Br)cc1 | -4.3 | 2.0 | -1.8 | -21.5[20 µM] | 0.12 | 4.5 | 1.3 | 0.1 | -0.5
O=C(CCCCC(=O)NC1CCCC1)NC1CCCC1 | -4.5 | -2.2 | 8.6 | -25.7 | 1.07 | -0.2 | 0.7 | -8.5 | 0.4
COc1ccc(-c2nc(N3CCCCCC3)sc2C(=O)c2ccccc2)cc1 | 2.6 | 2.1 | 4.6 | -1.3[20 µM] | 0.835 | -5.3 | -3.8 | -2.9 | -1.0
CN1CCN(C(=O)C2CC(c3c(F)cccc3Cl)=NO2)CC1 (stereo unspecified) | -3.4 | 12.9* | 7.3 | -5.9[20 µM] | -0.00516 | 4.4 | 6.1 | 0.3 | 0.9
CCc1nnc(NC(=O)Cn2nc(-c3ccc(OC)c(OC)c3)ccc2=O)s1 | 1.3 | -1.7 | 11.9 | -14.6[20 µM] | 0.0589 | 2.1 | -0.8 | -8.8 | -0.2
CCOC(=O)NC(=O)CSc1ccc(C)cc1C | -11.3 | 1.3 | 4.0 | -14.6 | 2.86* | -6.7 | -2.7 | -7.0 | 0.7
COCCNC(=S)NN=C1CCC(c2ccccc2)CC1 (stereo unspecified) | -3.4 | 7.2 | 4.7 | -15.0 | nt | -2.9 | 0.1 | -2.2 | 0.5
CCOC(=O)c1sc2ncnc(OC)c2c1C | 0.8 | 1.8 | 9.3 | -10.2 | nt | 5.8 | 0.2 | 3.4 | 0.4
COc1cc(OC)c(S(=O)(=O)Nc2ccc(C)cn2)cc1NC(C)=O | -4.5 | -0.5 | 5.3 | -24.5 | -0.00124 | 7.5 | 8.2 | 1.9 | -0.1
CC(=O)N1CC(=O)N=C1SCC(=O)Nc1nc(-c2ccccc2)c(-c2ccccc2)s1 | -0.7 | -3.1 | 8.5 | -19.1 | -0.362 | 6.6 | 3.1 | -14.6 | -0.1
CCCc1cc(=O)[nH]c(SCC(=O)Nc2nonc2N)n1 | -8.4 | -0.7 | -11.0 | -28.8 | nt | -14.4 | 0.8 | -3.0 | 1.0
COC(=O)C1=[N+]([O-])OC(C(=O)OC)C1c1c[nH]c2ccccc12 (stereo unspecified) | 5.0 | -2.7 | 13.2 | -19.9 | -2.12 | 3.2 | -5.1 | -9.7 | 0.2
COc1ccc(-c2nnc3c4ccccc4c(C)nn23)cc1 | -1.8 | 3.7 | 4.6 | -18.5[20 µM] | -4.06 | -2.8 | -5.7 | -18.4 | -1.0
COc1ccc(C2CC(c3ccc4ccccc4c3OC(C)=O)=NN2C(=O)/C=C/c2ccccc2)cc1 (stereo unspecified) | -8.4 | 3.5 | 3.4 | -0.4 | 0.783 | -3.8 | -2.2 | -12.5 | -0.1
N#CC1=C(Nc2ccccc2)SC=C(c2ccccc2)N=C1N1CCOCC1 | 4.0 | -1.9 | 14.4 | -13.1[20 µM] | 0.806 | 3.6 | 2.0 | 3.3 | -0.2
C[N+]1(CC(=O)NNc2c3ccccc3nc3ccccc23)CCOCC1 | 2.5 | -0.9 | 14.9 | 8.3 | -0.826 | -0.3 | 1.4 | 2.5 | -0.4
COc1ccc(CCNC(=O)c2cc(-c3ccc(C)c(C)c3O)n[nH]2)cc1OC | -1.6 | -3.2 | 14.1 | -17.5[20 µM] | -0.176 | -0.4 | 1.2 | 2.1 | -0.9
CCN(CC)S(=O)(=O)c1ccc(Cl)c(NC(=O)COC(=O)c2ccc(O)cc2)c1 | 21.2 | -1.7 | 3.7 | -23.6 | -0.971 | 0.1 | 4.8 | -1.5 | 1.0
NS(=O)(=O)c1ccc(N/N=C2/CCCc3ccccc32)c([N+](=O)[O-])c1 | -8.1 | 3.8 | 9.1 | -19.4 | 1.22 | 0.4 | 2.6 | 11.5 | 1.0
CC(=O)OC1COC(n2ccc3cc([N+](=O)[O-])ccc32)C(OC(C)=O)C1OC(C)=O (stereo unspecified) | -1.1 | -1.1 | 9.8 | -24.8[20 µM] | 2.43 | -5.9 | 1.3 | -7.6 | -0.4
Cc1ccc(-c2cc(C(F)F)n3ncc(C(=O)Nc4ccc(S(=O)(=O)Nc5ccccc5C)cc4)c3n2)cc1 | 0.7 | 0.6 | 21.4 | -10.3[20 µM] | nt | 17.3 | 4.5 | -23.6 | 0.3
Nc1cc(=O)[nH]c(SCC(=O)N2N=C(c3ccc(Cl)cc3)CC2c2ccco2)n1 (stereo unspecified) | -8.7 | -0.4 | 6.7 | -6.1 | -0.509 | 1.3 | 1.9 | 0.3 | -0.5
CCOc1ccc(NC(=S)Nc2cc(-c3ccccc3)[nH]n2)cc1 | 0.0 | -0.4 | 18.6 | -4.1[20 µM] | -1.69 | 4.9 | 12.3 | 8.1 | -0.7
COc1ccc(NC(=O)C2CCCN2S(=O)(=O)c2ccc3c(c2)CCC(=O)N3)cc1 (stereo unspecified) | -4.9 | 2.1 | 1.6 | -22.8 | nt | -8.4 | 4.8 | 10.7 | -0.8

Compound profiles, as listed above. Order of screens: thrombin 1536	Wee1 stabilizer	FXIIa inh 1536	Furin inh	KCC2 mod	FXIa inh	p97 ATPase inh	KLK5 inh	PERK inh
Profile of `Cc1ccc(-c2cc(C(F)F)n3ncc(C(=O)Nc4ccc(S(=O)(=O)Nc5ccccc5C)cc4)c3n2)cc1` = 0.7	0.6	21.4	-10.3[20 µM]	nt	17.3	4.5	-23.6	0.3
Profile of `CC(=O)N1CC(=O)N=C1SCC(=O)Nc1nc(-c2ccccc2)c(-c2ccccc2)s1` = -0.7	-3.1	8.5	-19.1	-0.362	6.6	3.1	-14.6	-0.1
Profile of `COc1ccc(CCNC(=O)c2cc(-c3ccc(C)c(C)c3O)n[nH]2)cc1OC` = -1.6	-3.2	14.1	-17.5[20 µM]	-0.176	-0.4	1.2	2.1	-0.9
Profile of `CCN(CC)S(=O)(=O)c1ccc(Cl)c(NC(=O)COC(=O)c2ccc(O)cc2)c1` = 21.2	-1.7	3.7	-23.6	-0.971	0.1	4.8	-1.5	1.0
Profile of `COC(=O)C1=[N+]([O-])OC(C(=O)OC)C1c1c[nH]c2ccccc12` (stereo unspecified) = 5.0	-2.7	13.2	-19.9	-2.12	3.2	-5.1	-9.7	0.2

Screening results deposited in PubChem BioAssay by several laboratories.
